High-throughput results (PubChem)
Epigenetic derep: regulators of epigenetic silencing causing reporter derepression in mouse cells; murine LDR cells, GFP reporter derepression, 30 h; Potency, µM (top dose mostly 53.9 µM), without a hit: at the highest dose GFP activation, usual class: activators; 0.2% of 280,000 active; AID 1865; note: potency is the fitted concentration of half-maximal effect; % of control where 0% means no effect; nearly all actives have a fitted effect of over 60% in size
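Murine LDR cells bearing a silenced CMV-driven GFP reporter were exposed to compound for 30 h at 37 C. After PBS washes, GFP-positive cells (20-120 um objects) counted by laser-scanning microplate cytometry.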
Tau FP inhib: blocks human tau fibril formation measured by polarization. K18 P301L tau heparin fibrillization, Alexa594 FP, 6 h. Potency, µM (top dose mostly 57.7 µM), for inactives: at the top dose activity, negative = inhibition, most hits filed as inhibitors. 0.39% of 280,000 active; note: potency is the fitted concentration of half-maximal effect; % is set by controls: 0 for no effect and ±100 for the full control effect; nearly all actives have a fitted effect of over 55% in size
Target sequence (P10636 561-689 P618L limits assumed): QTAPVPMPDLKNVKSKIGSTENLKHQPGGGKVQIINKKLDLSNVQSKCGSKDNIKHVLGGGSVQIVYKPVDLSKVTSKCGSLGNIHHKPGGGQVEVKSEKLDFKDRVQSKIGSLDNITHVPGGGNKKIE
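Compound effects on tau fibrillization are measured by Alexa 594 fluorescence polarization (ex 555, em 632 nm). K18 P301L tau is used at 15 uM with 0.24 uM labeled tracer, and 20 uM heparin induces aggregation over 6 hr at 37 C.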
CBFb RUNX1 block: blocks binding between human CBF-beta and RUNX1. AlphaScreen CBFb-His/RUNX1-biotin binding, biochemical. 230,000 tested, under 10 active. AID 1477. Potency, µM (doses to about 59.8 µM), without a hit: top-dose activity, negative = inhibition, usual class: inhibitors; note: % of control where 0% means no effect
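AlphaScreen proximity signal reports loss of binding between His-tagged CBF-beta and biotin-labelled RUNX1, each at 30 nM. Proteins are pre-associated for 20 minutes, compounds added for 15 minutes, then beads for 90 minutes, all at ambient temperature.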
TRb-SRC2 inh: disrupts binding of human TR beta to SRC2; TRbeta-SRC2 peptide binding, fluorescence polarization; receptor liganded with 1 µM T3; Potency, µM (titrated, usually from 106 µM), without a hit: top-dose activity change, negative = inhibition, actives largely listed as inhibitors; 0.065% of 280,000 active; AID 1469;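 note: potency is the fitted concentration of half-maximal effect; plate controls were bound peptide for no effect and peptide without receptor for full effect; nearly all actives have a fitted effect of over 50% in size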
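Read-out is fluorescence polarization (555 nm excitation, 632 nm emission) of a Texas Red SRC2 coactivator peptide; loss of signal reflects blocked binding to human TRb ligand-binding domain in the presence of 1 uM T3.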
Tau fluor counter: counter-screen for tau fibril formation inhibitors | 0.93% of 280,000 active | Potency, µM (highest dose often 57.7 µM), for the others: top-dose activity change, negative = decrease | AID 1463 | tau K18 P301L (four-repeat tau fragment) Alexa594 fluorescence, heparin fibrillization; note: potency is the fitted concentration of half-maximal effect; % is set by controls: 0 for no effect and ±100 for the full control effect; nearly all actives have a fitted effect of over 55% in size
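Human K18 P301L tau (15 uM unlabeled plus 0.24 uM Alexa 594-labeled, final) in 100 mM sodium acetate pH 7 was mixed with compound and 20 uM heparin and incubated 6 hr at 37 C.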
GLA spleen mod: inhibitors or activators of human alpha-galactosidase in spleen homogenate | human spleen homogenate, 4MU-alpha-Gal fluorescence, 40 min | 0.008% of 240,000 active | AID 2107 | P06280 | Potency, µM (top dose mostly 80 µM), without a hit: top-dose activity change, negative = inhibition, actives largely listed as inhibitors;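 note: potency is the fitted concentration of half-maximal effect; 0% = enzyme with vehicle and -100% = no enzyme basal signal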
Target sequence (P06280 32-429 limits assumed): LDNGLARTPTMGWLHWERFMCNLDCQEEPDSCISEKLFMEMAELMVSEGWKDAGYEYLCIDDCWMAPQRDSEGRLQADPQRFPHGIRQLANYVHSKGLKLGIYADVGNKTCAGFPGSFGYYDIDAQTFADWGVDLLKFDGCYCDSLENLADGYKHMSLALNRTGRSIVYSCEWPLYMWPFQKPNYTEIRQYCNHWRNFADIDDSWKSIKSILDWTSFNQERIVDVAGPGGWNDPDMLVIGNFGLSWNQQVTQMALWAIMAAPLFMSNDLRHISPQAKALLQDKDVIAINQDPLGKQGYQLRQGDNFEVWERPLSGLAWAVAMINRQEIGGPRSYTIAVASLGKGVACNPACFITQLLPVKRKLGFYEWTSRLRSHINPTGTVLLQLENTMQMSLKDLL
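Spleen homogenate 1 ug + cpd (titration) + 4-MU-alpha-D-galactopyranoside 1 mM; 37C 40 min; 50 mM citrate/phosphate pH 5.0, 0.01% Tween-20; stop pH 10; fluorescence 365/440; AC50 via Hill.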
TR SRC2 fluor cs: alters Texas Red total fluorescence, flagging assay interference; TRb/SRC2 Texas Red total fluorescence interference; AID 1479; Potency, µM (highest dose often 106 µM), inactives show at the highest dose fluorescence change, negative = quenching; 0.29% of 280,000 active; active = well fitted curve in either direction with a large enough effect; inconclusive = small, poorly fitted or top-dose-only effect; note: potency is the fitted concentration of half-maximal effect; % is set by controls: 0 for no effect and ±100 for the full control effect
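Human TRb ligand-binding domain at 0.6 uM with 20 nM Texas Red SRC2 peptide in Tris buffer containing 1 uM T3 and 5% DMSO, incubated with compound 5 h at ambient temperature. Total fluorescence (555/632 nm) calculated as parallel + 2 × perpendicular.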
NPSR antagonist: antagonists of human neuropeptide S receptor cAMP signaling; Potency, µM (series often up to 38.3 µM), for inactives: at the top dose activity change, negative = inhibition, actives largely listed as inhibitors; CHO-NPSR cells, cAMP TR-FRET, antagonist mode; 1% of 220,000 active; Q6W5P4; note: potency is the fitted concentration of half-maximal effect; % is set by controls: 0 for no effect and ±100 for the full control effect; nearly all actives have a fitted effect of over 50% in size; many of its hits are not listed in these tables
Target sequence (Q6W5P4 whole entry, looked up): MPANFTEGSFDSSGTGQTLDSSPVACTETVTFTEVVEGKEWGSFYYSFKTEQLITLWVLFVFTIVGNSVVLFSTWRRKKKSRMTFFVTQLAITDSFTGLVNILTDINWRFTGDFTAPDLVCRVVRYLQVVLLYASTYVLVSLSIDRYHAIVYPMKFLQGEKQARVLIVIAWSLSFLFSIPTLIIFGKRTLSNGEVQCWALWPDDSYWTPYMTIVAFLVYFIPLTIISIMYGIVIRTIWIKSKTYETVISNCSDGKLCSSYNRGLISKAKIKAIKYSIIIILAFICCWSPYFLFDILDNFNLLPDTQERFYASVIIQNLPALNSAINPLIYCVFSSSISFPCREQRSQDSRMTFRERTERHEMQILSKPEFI
* hit, by the source's call; ? = inconclusive; . = no result given; [ ] = remark or other dose. Unless noted, calls come from the whole dose curve; as a rule, active = well fitted curve in the direction sought with a large enough effect; inconclusive = small, poorly fitted or top-dose-only effect, or another doubt; inactive = no such curve, though single readings can be large; an effect the other way counts as inactive or inconclusive.

#1 O=C(CSc1ncnc2ccccc12)c1cccs1
#2 Cc1ccc(C(=O)CCNc2ccc(F)c(Cl)c2)o1
#3 COc1ccc(C2CC(=O)N(C)c3ccccc3S2)cc1 (stereo not given)
#4 Clc1ccc(-c2nn3c(C4COc5ccccc5O4)nnc3s2)cc1 (stereo not given)
#5 CCC(=O)Nc1ccc(Cl)c(NC(=O)c2ccccc2OC)c1
#6 O=C(CCSCc1ccccc1F)NCCc1ccccc1
#7 CCCCCOc1ccc2oc(=O)c3c(c2c1)CCCN3C(=O)CN1CCCC(C(=O)OCC)C1 (stereo not given)
#8 CCn1c(/C=C/Nc2ccccc2)[n+](CC)c2cc(Cl)c(Cl)cc21

Screen / compound no.	1	2	3	4	5	6	7	8
Epigenetic derep	1.3%	0.0%	0.9%	0.0%	-1.5%	-0.9%	4.9%	4.5%
Tau FP inhib	?	?	-10%	-7%	-4%	5%	?	2%
CBFb RUNX1 block	27%	-1%	0%	-3%	15%	3%	1%	3%
TRb-SRC2 inh	-4%	-2%	-8%	-1%	-6%	3%	-1%	-4%
Tau fluor counter	-20%	-10%	-9%	-15%	7%	-9%	-9%	2%
GLA spleen mod	-8%	-3%	9%	-2%	5%	0%	2%	8%
TR SRC2 fluor cs	-9%	0%	-8%	1%	-4%	-1%	2%	-2%
NPSR antagonist	5%	-16%[46.1 µM]	-12%	-27%[46.1 µM]	2%	-1%	?	-45%

Quoted from the listing for reference:
#1 O=C(CSc1ncnc2ccccc12)c1cccs1
#2 Cc1ccc(C(=O)CCNc2ccc(F)c(Cl)c2)o1

Screen / compound no.	1	2
Epigenetic derep	1.3%	0.0%
Tau FP inhib	?	?
CBFb RUNX1 block	27%	-1%
TRb-SRC2 inh	-4%	-2%
Tau fluor counter	-20%	-10%
GLA spleen mod	-8%	-3%
TR SRC2 fluor cs	-9%	0%
NPSR antagonist	5%	-16%[46.1 µM]

(listing goes on)
#9 CC(=O)Nc1ccc(-c2c(C)cc3oc(=O)cc(-c4ccccc4)c3c2C)cc1
#10 O=C1CC(SCCO)C(=O)N1c1ccc(Oc2ccccc2)cc1 (stereo not given)
#11 CC(C)(C)n1nnnc1C(c1cccnc1)N1CCN(c2cccc(C(F)(F)F)c2)CC1 (stereo not given)
#12 COc1ccc(S(=O)(=O)Nc2ccc(-c3ccc(N4CCCC4)nn3)cc2)cc1F
#13 COc1ccc(CCNC(=O)Cc2c(C)c3c(cc(C)c4c(C)coc43)oc2=O)cc1
#14 O=C(Cn1c2ncccc2c(=O)n1-c1ccccc1)Nc1ccc(F)c(F)c1
#15 C=CCNC(=O)/C(=C\c1ccc(OC)cc1)NC(=O)c1ccc([N+](=O)[O-])cc1
#16 CCc1cccc(C)c1NC(=O)CN(C)Cc1cccc(F)c1

Screen / compound no.	9	10	11	12	13	14	15	16
Epigenetic derep	-3.0%	-7.0%	-0.1%	10%	1.5%	6.0%	?	1.3%
Tau FP inhib	-18%[81.3 µM]	-4%	7%	-2%	-4%	?	4%	12%
CBFb RUNX1 block	-1%[89.1 µM]	16%	0%	.	.	.	0%	3%
TRb-SRC2 inh	0%	0%	-14%	1%	1%	-2%	-1%	-4%
Tau fluor counter	-24%[81.3 µM]	-10%	-7%	-22%	7%	-22%	-11%	0%
GLA spleen mod	-3%[119 µM]	0%	9%	.	.	.	-12%	-2%
TR SRC2 fluor cs	-3%	0%	-5%	-2%	0%	0%	-5%	2%
NPSR antagonist	.	?	-18%	.	.	.	15%	1%[46.1 µM]

Grouped by structure, the entries above with a furan ring, fused or not (2)
#2 Cc1ccc(C(=O)CCNc2ccc(F)c(Cl)c2)o1
#13 COc1ccc(CCNC(=O)Cc2c(C)c3c(cc(C)c4c(C)coc43)oc2=O)cc1

Screen / compound no.	2	13
Epigenetic derep	0.0%	1.5%
Tau FP inhib	?	-4%
CBFb RUNX1 block	-1%	.
TRb-SRC2 inh	-2%	1%
Tau fluor counter	-10%	7%
GLA spleen mod	-3%	.
TR SRC2 fluor cs	0%	0%
NPSR antagonist	-16%[46.1 µM]	.

More entries follow:
#17 Cc1ccccc1NC(=O)CN1C(=S)NC(C)(C)CC1C (stereo not given)
#18 Cc1ccc(C2(c3ccc(C)cc3)CC2C(=O)Nc2ccc([N+](=O)[O-])cc2O)cc1 (stereo not given)
#19 CNc1nc(Sc2ccccc2)cc(C(F)(F)F)n1
#20 COc1cccc(NC(=O)Cn2c(=O)n(-c3ccc(Cl)cc3)c(=O)c3oc4ccccc4c32)c1
#21 CCOCCc1nn2c(=O)cc(COC(=O)c3ccco3)nc2s1
#22 CCOC(=O)c1ccccc1-c1cn2cc(Cl)ccc2n1
#23 CCCCOc1ccc(NC(=O)[C@@H]2CCCN2C(=O)C2CCN(S(=O)(=O)c3ccc(C)cc3)CC2)cc1
#24 COC(=O)C1=C(C)N=C2SC(C#N)=C(N)N2C1c1cccc(OC)c1 (stereo not given)

Screen / compound no.	17	18	19	20	21	22	23	24
Epigenetic derep	0.0%	-0.4%	-2.9%	?	0.4%	0.5%	-1.4%	-1.0%
Tau FP inhib	1%	?	-10%	-11%	5%	6%	7%	13%
CBFb RUNX1 block	-10%	-27%	16%	.	.	1%	4%	4%
TRb-SRC2 inh	4%	-3%	2%	-3%	5%	-13%	8%	-6%
Tau fluor counter	-2%	10µM*[quencher]	-16%	-25%	6%	-7%	-14%	-24%
GLA spleen mod	-3%	8%	-9%	.	.	1%	6%	5%
TR SRC2 fluor cs	1%	-2%	-2%	-2%	-23%	-4%	-1%	-2%
NPSR antagonist	22%	?	-17%[46.1 µM]	.	.	-8%	-19%	-24%[46.1 µM]

#25 COc1ccccc1NC(=O)c1cnc2c(-c3ccccc3)c(C)nn2c1C
#26 COc1ccc(OC)c(-c2csc(NC(=O)C3=NNC(=O)CC3)n2)c1
#27 CCOc1ccc(-c2cc(OC(=O)c3ccc(F)cc3)c3c(C)oc(C)c3c(=O)c2)cc1
#28 Cc1cc(C(=O)OCc2nc3ccccc3s2)c(C)o1
#29 Oc1ccc(NCc2ccccc2OCc2ccc(Cl)cc2)cc1
#30 Cc1cc2oc(C(=O)Nc3ccc(S(=O)(=O)Nc4onc(C)c4C)cc3)cc(=O)c2cc1C
#31 CC1Cc2ccccc2N1C(=O)C1CCCCN1S(=O)(=O)c1ccccc1 (stereo not given)
#32 COC(=O)c1ccc(CS(=O)(=O)c2ccccc2C)o1

Screen / compound no.	25	26	27	28	29	30	31	32
Epigenetic derep	-6.7%	1.1%	0.0%	0.2%	0.9%	-2.9%	-0.1%	-2.6%
Tau FP inhib	1%	16%	-4%	-2%	-15%	2%	-1%	-1%
CBFb RUNX1 block	18%	-26%	.	10%	.	.	-1%	-2%
TRb-SRC2 inh	2%	6%	1%	-9%	?	4%	-1%	-2%
Tau fluor counter	-19%	?	-18%	-12%	?	?	-21%	-10%
GLA spleen mod	4%	0%	.	4%	.	.	-1%	9%
TR SRC2 fluor cs	0%	-6%	0%	1%	?	?	2%	-2%
NPSR antagonist	35%	1%	.	-22%[46.1 µM]	.	.	-27%[46.1 µM]	17%[46.1 µM]

#33 CNC(=O)N(C1=NCC(C)(C)S1)c1ccc(F)c(Cl)c1
#34 CCc1ccccc1NC(=O)CCc1nc(-c2cccs2)no1
#35 COc1ccccc1/C=N/NC(=O)c1ccc(NC(=O)c2cccc([N+](=O)[O-])c2)cc1
#36 COc1ccc(CCNC(=O)C2CCN(S(=O)(=O)c3cc(OC)ccc3OC)CC2)cc1
#37 CCOc1cc(C(=O)Nc2ccc(-c3nnc4n3CCCCC4)cc2)cc(OCC)c1OCC
#38 Cc1ccc(C)c(NC(=O)C2(C)CC3c4ccccc4C2c2ccccc23)c1 (stereo not given)
#39 O=C(Nc1ccc2c(c1)OCCO2)c1cnc2n(c1=O)CCS2
#40 CCOC(=O)N/N=C1/C[C@@H](O)[C@@H](O)[C@@H]2[C@@H]3C(=O)N([C@@H](C)c4ccccc4)C(=O)[C@H]3CC[C@H]12

Screen / compound no.	33	34	35	36	37	38	39	40
Epigenetic derep	1.6%	1.1%	-11%	-7.0%	-1.2%	-0.4%	0.0%	1.1%[10.1 µM]
Tau FP inhib	3%	-7%	13%	-3%	6%	-3%	1%	1%[11.6 µM]
CBFb RUNX1 block	2%	0%	5%	9%	.	-1%	6%	9%[13.1 µM]
TRb-SRC2 inh	1%	10%	9%	-6%	0%	-6%	-2%	-5%[11.2 µM]
Tau fluor counter	-14%	-12%	-24%	1%	-3%	-4%	-11%	-9%[11.6 µM]
GLA spleen mod	-5%	-2%	-5%	2%	.	26%	-1%	4%[17.5 µM]
TR SRC2 fluor cs	0%	1%	-3%	1%	3%	-3%	0%	1%[11.2 µM]
NPSR antagonist	0%[46.1 µM]	6%	-10%	-15%[46.1 µM]	.	1%[46.1 µM]	10%	.

#41 CCCCc1nc2ccccc2n1CC(=O)NN
#42 CCc1cc(=O)oc2c(C)c3c(cc12)CN(CCc1ccccc1OC)CO3
#43 Cc1ccc(CC(=O)N2CCN(c3ccccn3)CC2)cc1
#44 Cc1ccc2oc3nc(C)c(C(=O)O)cc3c(=O)c2c1
#45 CCOC(=O)N1CCN(C(=O)c2ccc(CSc3ccc(Cl)cc3)cc2)CC1
#46 Cc1cc(C)c(Cn2c(CCNC(=O)c3ccco3)nc3ccccc32)c(C)c1
#47 C=C(C)CN(CC)C(=O)COc1ccc(S(=O)(=O)Nc2ccc(OC)cc2)cc1

Screen / compound no.	41	42	43	44	45	46	47
Epigenetic derep	-3.0%	-1.9%	-1.6%	1.1%	-2.1%	-1.0%	1.5%
Tau FP inhib	-9%	7%	-2%	-1%	4%	-10%	-7%
CBFb RUNX1 block	9%	.	-6%	2%	-7%	.	2%
TRb-SRC2 inh	16%	6%	-12%	1%	8%	-1%	-20%
Tau fluor counter	-4%	-13%	-15%	1%	0%	-14%	-15%
GLA spleen mod	-6%	.	-7%	0%	3%	.	-6%
TR SRC2 fluor cs	0%	6%	-4%	-2%	-3%	-16%	1%
NPSR antagonist	11%	.	10%[46.1 µM]	-10%[46.1 µM]	-33%	.	-16%[46.1 µM]

Only part of the results is shown; rates above refer to the full screens.
